Screens as filed in PubChem.
NCF1 inh = p47phox (human) inhibition | P14598 | p47phox/p22phox peptide binding, fluorescence polarization, 2 h | inhibition, % at 24.7 µM | 220,000 compounds, 0.53% hits;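 active = inhibition above about 30%, limit read from the data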;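 note: 0% = p47phox with labelled peptide and 100% = labelled peptide alone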
Target sequence (P14598 whole entry, looked up): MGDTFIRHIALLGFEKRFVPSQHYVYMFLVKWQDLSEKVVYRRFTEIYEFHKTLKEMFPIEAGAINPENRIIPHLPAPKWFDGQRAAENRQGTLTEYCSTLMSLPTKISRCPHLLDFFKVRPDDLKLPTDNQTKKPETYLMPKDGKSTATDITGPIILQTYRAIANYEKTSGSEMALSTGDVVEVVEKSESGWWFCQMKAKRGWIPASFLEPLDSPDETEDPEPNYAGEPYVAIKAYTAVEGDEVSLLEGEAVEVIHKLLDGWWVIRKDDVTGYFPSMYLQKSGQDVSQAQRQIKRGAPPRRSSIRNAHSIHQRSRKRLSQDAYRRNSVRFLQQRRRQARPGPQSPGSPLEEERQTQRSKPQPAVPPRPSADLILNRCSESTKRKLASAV
S1P4 antagonist = antagonists of human S1P4 receptor; O95977; S1P4-expressing cells, antagonist mode, reporter read-out; inhibition, % at 4.98 µM; 220,000 compounds, 0.26% hits; in the data active = inhibition above about 29%;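 note: 0% = wells stimulated with agonist and 100% = vehicle wells without agonist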
BaF3 parental = parental Ba/F3 viability inhibition as JAK2V617F counter-screen; CellTiter-Glo ATP luminescence; inhibition, % at 5.6 µM; 220,000 compounds, 1.1% hits; AID 1486;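 active = inhibition above a per-campaign cutoff, the mean inhibition of all tested compounds plus 3 SD, cut at about 27% in these data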;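 note: 0% = DMSO wells and 100% = JAK Inhibitor I control wells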
NPY Y1 blocker = blocks the human neuropeptide Y Y1 receptor | P25929 | AID 1040 | inhibition, % at 3.6 µM | HEK293-CNG Y1 cells, membrane potential fluorescence; NPY at EC95, then isoproterenol | 200,000 compounds, 1% hits;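 active = inhibition above the campaign mean inhibition of all tested compounds plus 3 SD, cut at about 20% in these data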;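 note: 0% = DMSO wells given NPY plus isoproterenol and 100% = isoproterenol alone without NPY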
Target sequence (P25929 whole entry, looked up): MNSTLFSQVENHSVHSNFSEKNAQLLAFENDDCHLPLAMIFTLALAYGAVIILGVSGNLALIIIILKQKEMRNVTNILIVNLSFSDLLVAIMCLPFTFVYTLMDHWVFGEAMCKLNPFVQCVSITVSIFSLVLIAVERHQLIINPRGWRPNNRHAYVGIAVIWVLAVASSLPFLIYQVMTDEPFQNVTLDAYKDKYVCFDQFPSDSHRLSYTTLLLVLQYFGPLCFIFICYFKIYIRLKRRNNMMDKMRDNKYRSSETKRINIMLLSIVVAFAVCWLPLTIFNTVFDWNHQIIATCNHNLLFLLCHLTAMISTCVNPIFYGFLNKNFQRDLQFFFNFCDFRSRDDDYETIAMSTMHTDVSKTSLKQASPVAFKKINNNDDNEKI
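Material: Y1- and CNG-channel-expressing HEK293 cells / Probe or stimulus: NPY 25 nM then isoproterenol 1 µM plus Ro 20-1724 25 µM / Doses: 3.6 µM single dose, DMSO 0.4% / Schedule: compound incubation 1 h at room temperature, readout 45 min post-stimulation / Signal: membrane potential fluorescence / Benchmarks: isoproterenol-only wells as full block versus NPY-plus-isoproterenol wells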
NPY-Y2 PAM-ag = potentiators or agonists of human neuropeptide Y receptor Y2 | P49146 | cells expressing NPY-Y2, potentiator/agonist read-out | activation, % at 3.6 µM | 220,000 compounds, 0.45% hits | AID 1359; in the data active = activation above about 27%;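 note: cells stimulated with NPY near EC25 plus isoproterenol at EC100; 0% = vehicle plus submaximal agonist and 100% = vehicle plus saturating agonist; some results beyond the cut were filed as inactive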
NPY-Y1 PAM-ag = human NPY-Y1 potentiation or agonism, primary screen; activation, % at 3.6 µM; NPY-Y1 expressing cells, potentiator/agonist activation; P25929; AID 1304; 220,000 compounds, 0.37% hits; in the data active = activation above about 33%, passing the limit was not always enough;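 note: cells stimulated with NPY at EC10 then isoproterenol at EC100; 0% = low agonist plus stimulus and 100% = saturating agonist plus stimulus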
Ba/F3 V617F tox = reduce viability of Ba/F3 cells dependent on JAK2V617F. Ba/F3 EpoR-JAK2V617F viability, ATP luminescence. inhibition, % at 5.6 µM. 220,000 compounds, 1.1% hits. AID 1446;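 active = inhibition above the campaign mean plus 3 SD over all tested compounds, cut at about 24% in these data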;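 note: cytokine-independent growth of Ba/F3 cells driven by EpoR plus mutant JAK2; 0% = DMSO-treated cells and 100% = JAK inhibitor I control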
CHOP inh = blocks CHOP induction under ER stress; CHO-K1 CHOP-promoter luciferase, tunicamycin-induced, 15-18 h; AID 2732; 220,000 compounds, 3.8% hits; inhibition, % at 10 µM;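 active = compounds that reduced the stress-induced luciferase reporter signal by more than about 70% of percent inhibition, limit read from the data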;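 note: 0% = tunicamycin plus vehicle and 100% = wells without tunicamycin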
S1P4 ag = activates the human S1P4 receptor. O95977. S1P4-expressing cell line, agonist reporter assay. activation, % at 4.98 µM. 220,000 compounds, 0.35% hits; in the data active = activation above about 11%;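 note: 0% = DMSO vehicle and 100% = reference agonist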
* hit, by the source's call; · = not tested or not shown. Rows are unselected. Share with any hit: about 7.1%.

A first look (four entries):
SMILES	NCF1 inh	S1P4 antagonist	BaF3 parental	NPY Y1 blocker	NPY-Y2 PAM-ag	NPY-Y1 PAM-ag	Ba/F3 V617F tox	CHOP inh	S1P4 ag
Cc1c(C(=O)O)cccc1-n1c(C)cc(C=O)c1C	3	-3	2	4	1	0	3	28	0.6
Cc1ccc(NC(=O)c2ccco2)c(NC(=O)C2CCCO2)c1 (centres undefined)	3	5	3	4	-5	-7	1	6	-0.6
CNC(=O)c1nc(C)n(-c2ccc([N+](=O)[O-])cc2)n1	4	-9	8	-2	3	-7	3	6	-0.2
COc1ccc(Oc2nccc(OC)c2C#N)cc1	-3	-7	7	0	-7	-54	-2	42	0.1

The listing, previewed entries included:
SMILES	NCF1 inh	S1P4 antagonist	BaF3 parental	NPY Y1 blocker	NPY-Y2 PAM-ag	NPY-Y1 PAM-ag	Ba/F3 V617F tox	CHOP inh	S1P4 ag
Cc1c(C(=O)O)cccc1-n1c(C)cc(C=O)c1C	3	-3	2	4	1	0	3	28	0.6
Cc1ccc(NC(=O)c2ccco2)c(NC(=O)C2CCCO2)c1 (centres undefined)	3	5	3	4	-5	-7	1	6	-0.6
CNC(=O)c1nc(C)n(-c2ccc([N+](=O)[O-])cc2)n1	4	-9	8	-2	3	-7	3	6	-0.2
COc1ccc(Oc2nccc(OC)c2C#N)cc1	-3	-7	7	0	-7	-54	-2	42	0.1
CN(CCOc1ccccc1)CC(=O)Nc1ccc(Cl)c(S(=O)(=O)N(C)C)c1	-9	-15	4	5	-5	-25	1	29	0.5
COc1ccc(S(=O)(=O)N(C)CC(=O)Nc2ccc(C(F)(F)F)cc2)cc1Cl	-8	-14	4	-8	14	5	-2	81*	-0.3
Cc1cnn(CCC(=O)NNC(=S)Nc2cccc(Cl)c2)c1	-13	-4	4	3	-12	0	2	-28	1.1
O=S(=O)(N/N=C/c1ccc(F)cc1)c1ccccc1	-6	-20	1	14	1	10	0	25	2.9
O=C(CC12CC3CC(CC(C3)C1)C2)NCC(=O)OCc1cc(=O)oc2ccc3ccccc3c12	-33	-24	4	0	2	-1	-1	39	0.1
Cc1ccc2[nH]c3c(c2c1)CC/C(=C/c1ccccc1)C3=O	-17	-12	3	-1	-16	-35	1	-10	3.0
CCC(C)(C)NC(=O)CN(Cc1cccs1)C(=O)CNS(=O)(=O)c1ccc(C)cc1	-6	-10	6	3	9	19	-1	25	-0.2
Cn1c(=O)c2c(nc3n2CCS3)n(C)c1=O	-4	-8	1	-4	15	8	-4	-20	2.1
O=C(NCc1ccccc1Cl)c1ccc2c(c1)SC1=NS(=O)(=O)CCN12	-7	-8	-1	-1	-3	2	2	5	0.2
Cc1nn(-c2nc(-c3ccco3)cc(C(F)(F)F)n2)c(C)c1Cl	-8	-11	4	0	-8	-8	0	88*	2.8
Cc1cc(C(=O)CSc2nc3ccccc3[nH]2)c(C)n1C	-12	3	6	11	14	4	-5	-30	-0.2
COC(=O)c1ccc(NC(=O)CO/N=C2\CCCc3nonc32)cc1	-2	2	6	9	-24	-3	0	18	-0.9
COc1ccc(-c2nc3ccccc3[nH]2)cc1	-9	-6	20	7	-6	-18	12	·	0.5
Cc1nn2c(NCCCN(C)C)c3c(nc2c1-c1ccccc1)CCCC3	-13	-5	6	·	4	34	7	-2	0.2
CCc1cccc(CC)c1C(O)c1cccnc1 (centres undefined)	-145	-10	4	5	10	2	3	15	-0.7
O=C(CSc1nc(-c2ccccc2)cs1)Nc1ccccc1[N+](=O)[O-]	-2	-18	3	0	-3	-16	-3	-4	3.3
CCC1Oc2ccccc2N(CC(=O)NCc2cccs2)C1=O (centres undefined)	-10	3	7	3	-9	3	1	-9	0.6
COc1ccc(S(=O)(=O)n2nc(C)cc2C)c(C)c1C	-11	0	7	4	10	10	1	68	48*
CCOc1cc(/C=N/NC(=O)c2c(-c3ccccc3)noc2C)ccc1O	3	2	9	9	-12	-7	0	15	1.3
COc1ccc(CCN(C)CCN2C(=O)c3ccccc3C2=O)cc1OC	0	3	5	8	3	-22	5	-9	-1.3
O=c1c2ccccc2nc(-c2ccccc2)n1/N=C/c1ccc([N+](=O)[O-])cc1	8	0	1	0	-5	-6	2	59	1.4
NC1=Nc2cccc3cccc1c23	9	-4	1	-4	-3	7	1	-8	1.4
CN(C(=O)COC(=O)CCc1nc2ccccc2c(=O)[nH]1)C1CCS(=O)(=O)C1 (centres undefined)	0	1	1	-4	9	8	-3	-28	0.1
CC(C)(C)CC(C)(C)NC(=S)Nc1ccc(S(=O)(=O)N2CCOCC2)cc1	-19	-6	5	-4	9	25	0	35	-0.1
C=CCn1c(C)cc(-c2csc(NC)n2)c1C	10	-6	3	15	-2	-6	-2	-7	1.8
COc1cc(CNc2ccc(O)cc2)cc(Br)c1OCc1ccccc1F	-7	3	9	-3	-3	0	-3	87*	0.0
Cc1ccc(OCc2ccc(C(=O)NCc3cccnc3)cc2)cc1C	-103	2	3	-3	-2	-16	5	41	1.3
COCCCNC(=O)CS(=O)(=O)Cc1nc(-c2ccccc2C)oc1C	4	-13	-1	-3	9	11	-3	15	-0.9
Cc1ccc2c(c1)NC(=O)C(CC(=O)NCCCN1CCCC1)O2 (centres undefined)	-6	-8	2	-2	-2	17	-3	14	0.4
CC(=O)c1ccc(S(=O)(=O)N2CCN(C(=O)/C=C/c3ccc4ccccc4n3)CC2)cc1	-12	4	1	·	-12	-9	1	60	-0.3
COc1ccc(Nc2nc(N)nc(CN(C)C3CCCCC3)n2)cc1	-4	5	-2	2	5	0	-1	-25	0.0
O=C(NCC1CCCO1)C(=O)NCC(c1ccco1)N1CCN(c2ccc(F)cc2)CC1 (centres undefined)	-8	-11	3	0	-6	12	-4	21	1.1
COC(=O)c1c(-c2cccc(C)c2)csc1NC(=O)C1CCCO1 (centres undefined)	-34	-13	9	-3	7	-3	1	17	0.8
NC(=S)NNC(=O)Nc1ccc(Cl)c(Cl)c1	-7	-9	7	3	8	3	0	28	0.7
Cc1ncc(CO)c(/C=N/NC(=S)Nc2ccc(Cl)c(Cl)c2)c1O	-58	-14	5	-2	8	7	0	46	0.1
COc1ccc(CCn2c(N3CCN(Cc4ccccc4)CC3)nc3c2c(=O)[nH]c(=O)n3C)cc1	-2	-17	1	0	5	-4	1	-38	-1.4
CN1C(=O)N(C)C2(CC1(C)C)CC(C)(C)N(C)C(=O)N2C	-15	-7	6	-2	4	11	3	13	0.5
Cc1nn(C)c(Oc2cccc(Cl)c2)c1C#N	-3	-10	1	9	1	-12	1	12	2.2
Oc1ccccc1-c1cc(C(F)(F)F)nc(-c2ccccc2)n1	-4	11	-2	-1	-3	-5	-1	73*	0.6
CC(=O)c1c(C)[nH]c(C(=O)N2c3ccccc3CC2C)c1C (centres undefined)	-22	-20	1	-3	2	4	-2	28	1.8
CC(C)NC(=S)N/N=C/C1=CCC2CC1C2(C)C (centres undefined)	-5	5	7	7	-4	10	4	72*	-2.5
Cc1csc(=NC(=O)c2ccccc2)n1C	1	13	8	3	-5	3	3	-22	2.8
Cc1c(NC(=O)c2cc(-c3ccccc3)on2)c(=O)n(-c2ccccc2)n1C	2	3	1	7	9	-9	-3	0	1.3
CSc1nsc(SCC(=O)NC2CCCCC2)n1	-5	12	2	11	-24	-23	3	-7	0.2
COCCNc1oc(-c2ccc(Cl)cc2)nc1C#N	·	-3	6	4	-4	6	1	·	1.3
COc1cccc(NC(=O)COC(=O)c2c(-c3ccccc3)noc2C)c1	-5	-2	7	6	-3	8	-3	1	-0.5

(continued)
SMILES	NCF1 inh	S1P4 antagonist	BaF3 parental	NPY Y1 blocker	NPY-Y2 PAM-ag	NPY-Y1 PAM-ag	Ba/F3 V617F tox	CHOP inh	S1P4 ag
CCc1nnc(NS(=O)(=O)c2ccc(N=Cc3c(C)[nH]n(-c4cccc(Cl)c4)c3=O)cc2)s1	-4	-11	7	-1	-8	-28	-2	9	-0.4
CCOc1ccc(C=O)cc1CN1CCCCC1	17	-9	3	-3	-12	-9	0	21	0.2
Cc1ccccc1NC(=S)N(CCN1CCCCCC1)Cc1cccs1	1	-11	9	7	-15	-8	4	13	1.6
Cc1[nH]c2ccc(-c3nnc(SCC(=O)NCc4ccco4)n3Cc3ccccc3)cc2c1C	-34	6	6	-5	104*	112*	1	4	-0.3
CN1CCN(C(=O)c2c(O)c3cccc4c3n(c2=O)CC4)CC1	0	-13	13	3	4	2	2	-17	1.5
CCOC(=O)C1CCN(c2ccc(Cl)nn2)CC1	4	-6	7	-4	-3	5	4	-7	-1.4
Cc1nc(C)c(C(=O)N/N=C/c2cn(C)c3ccccc23)s1	-11	6	2	0	-1	-2	-1	-5	-1.6
C=CCN(c1ccc(Cl)cc1)S(=O)(=O)c1cccc(C(=O)OCC(=O)N(C)C)c1	-10	-40	2	11	1	17	0	-21	1.2
CCCCC(=O)NC(=S)Nc1cccc(NC(=O)CC)c1	-8	-16	2	4	-8	14	0	19	-0.5
Brc1ccc(/C=N/Nc2ccccn2)cc1	3	-20	0	-2	-15	9	0	19	0.9
O=C(CCCc1ccccc1)Nc1cccnc1	-4	-8	10	-3	-6	1	3	-5	-0.9
CCC(C)NC(=O)CNC(=S)N(CCCN1CCOCC1)Cc1cccs1 (centres undefined)	5	-2	1	0	-1	-4	-3	9	1.6
CCN(CCn1cccn1)C(=O)CC1C(=O)NCCN1Cc1ccc(F)c(F)c1 (centres undefined)	-4	5	7	3	2	9	3	-1	-0.4
CCCC(=O)C1C(=O)CC(C)(C)C(c2cc(C)no2)C1=O (centres undefined)	2	-7	2	0	1	4	-1	16	-1.4
CCN(CC)CCN1C(=O)C(=O)/C(=C(/O)c2cnn(-c3ccccc3)c2C)C1c1cccs1 (centres undefined)	-8	-21	6	-2	12	5	-1	3	1.1
Nc1ccc(Nc2ccccc2N)cc1	10	-12	7	-3	21	34	2	-108	0.4
COc1ccc(C(N)CCc2ccco2)cc1 (centres undefined)	-4	10	13	1	-2	-1	5	6	-1.4
Cn1c(CN2CCCCC2)nc2cc(NS(=O)(=O)c3ccc(Cl)cc3)ccc21	-4	-9	2	-1	10	7	-1	8	0.7
O=C(NCc1cccnc1)C(=O)NC1CCCCC1	2	-12	2	1	0	4	-3	2	-1.9
CCC1CCC/C1=N\NC(=O)c1cc(C)[nH]n1 (centres undefined)	2	-10	1	2	-5	-8	-3	12	-1.4
O=C(c1cc2ccccc2o1)N1CCCCCC1	-3	-25	4	-3	8	23	0	22	-1.7
COc1cc(CNCc2cccnc2)ccc1OCc1ccccc1	0	0	4	1	-14	-2	4	-12	-1.8
Cc1ccc(NC(=O)COC(=O)CN2C(=O)C3CCCCC3C2=O)cc1S(=O)(=O)N1CCOCC1 (centres undefined)	-2	-2	7	-4	10	-9	0	-11	0.9
O=C(Cn1c(C(F)(F)F)nc2ccccc21)OCC(=O)c1c[nH]c2ccccc12	-16	-1	1	1	-5	-21	0	-15	2.6
CCOC(=O)c1c(NC(=O)C(F)(OC)C(F)(F)F)sc2c1CCN(C)C2 (centres undefined)	-26	-18	7	13	-3	1	-2	-6	4.7
Cc1nn(-c2ccccc2)c(=O)c2noc(C)c12	7	-7	0	·	-12	-24	4	1	0.9
Fc1ccc(-c2ccnc(=S)[nH]2)cc1	0	-7	0	0	-5	-16	-4	-21	-2.3
COc1cccc(N(CC(=O)N2CCN(C)CC2)S(=O)(=O)c2ccccc2)c1	-11	-21	5	4	-2	9	-1	31	0.9
